LYPLA2 counter: LYPLA2 inhibitors, primary screen, counter-screen for PME1 inhibitor project, biochemical, fluorescence polarization, FP-Rh probe ABPP; inhibition, % at 5.9 µM; Acyl-protein thioesterase 2 (Homo sapiens), O95372; recombinant LYPLA2; AID 2177, 2009; 320,000 compounds, 0.38% hits;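 active = inhibition above the screen-wide mean plus 3 SD, limit set per campaign, cut at about 26% in these data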;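 also: 0% = LYPLA2 with DMSO and 100% = wells lacking LYPLA2 enzyme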
PAFAH2 inh: PAFAH2 enzyme inhibitors, primary screen, biochemical, fluorescence polarization, human; recombinant PAFAH2, FP-rhodamine activity probe; inhibition, % at 3.39 µM; 340,000 compounds, 0.99% hits; AID 492956, 2010;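 active = inhibition above the mean over all tested compounds plus 3 SD, cut at about 30% in these data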;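 also: inhibitors block probe labeling of enzyme so polarization drops; 0% = enzyme with DMSO and 100% = wells lacking PAFAH2 protein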
PME-1 primary: PME-1 inhibitors via competitive probe labeling, primary screen, biochemical, fluorescence polarization, FP-Rh probe, HTS. Protein phosphatase methylesterase 1 (Homo sapiens), Q9Y570. recombinant PME-1. inhibition, % at 5.9 µM. 320,000 compounds, 0.53% hits. AID 2130, 2009;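 active = inhibition above the campaign mean of all compounds plus 3 SD, cut at about 26% in these data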;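 also: competitive labeling of PME-1 active site by serine hydrolase directed probe; 0% = PME-1 with DMSO and 100% = wells lacking PME-1 enzyme; inhibitors block probe labeling so polarization falls and inhibition rises; many of its hits are not listed in these tables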
PAFAH1B2 inh: PAFAH1B2 enzyme inhibitors, primary screen, biochemical, fluorescence polarization, human; recombinant PAFAH1B2, FP-rhodamine activity probe; Platelet-activating factor acetylhydrolase IB subunit alpha2 (Homo sapiens), P68402; inhibition, % at 3.39 µM; AID 492953, 2010; 340,000 compounds, 1.2% hits;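 active = inhibition above the mean of all tested compounds plus 3 SD, cut at about 24% in these data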;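 also: 0% = enzyme with DMSO and 100% = wells lacking PAFAH1B2; many of its hits are not listed in these tables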
Target sequence (P68402 whole entry, looked up): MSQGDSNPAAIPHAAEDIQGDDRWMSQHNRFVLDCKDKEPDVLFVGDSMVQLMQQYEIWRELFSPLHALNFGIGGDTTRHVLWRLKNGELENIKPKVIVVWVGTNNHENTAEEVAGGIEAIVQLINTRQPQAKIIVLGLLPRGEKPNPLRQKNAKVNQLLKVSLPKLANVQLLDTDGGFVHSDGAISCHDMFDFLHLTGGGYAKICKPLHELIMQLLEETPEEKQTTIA
PAD4 inh: human PAD4 inhibitors, primary screen, biochemical, fluorescence polarization, 1536-well format. AID 485272, 2010. inhibition, % at 6.36 µM. recombinant PAD4, RCA probe fluorescence polarization. 330,000 compounds, 0.41% hits. Protein-arginine deiminase type-4 (Homo sapiens), Q9UM07;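 active = percent inhibition above a cutoff equal to the mean of all tested compounds plus 3 SD, cut at about 15% in these data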;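 also: 0% = PAD4 with RCA probe and DMSO and 100% = probe without PAD4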
PAFAH1B3 FP inh: PAFAH1B3 enzyme inhibitors, primary screen, biochemical, fluorescence polarization, human. Platelet-activating factor acetylhydrolase IB subunit alpha1 (Homo sapiens), Q15102. recombinant PAFAH1B3, FP-rhodamine probe. inhibition, % at 3.39 µM. 340,000 compounds, 0.28% hits;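 active = inhibition above the screen-wide average of all tested compounds plus 3 SD, cut at about 25% in these data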;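 also: 0% = enzyme with DMSO only and 100% = wells lacking PAFAH1B3 protein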
Target sequence (Q15102 whole entry, looked up): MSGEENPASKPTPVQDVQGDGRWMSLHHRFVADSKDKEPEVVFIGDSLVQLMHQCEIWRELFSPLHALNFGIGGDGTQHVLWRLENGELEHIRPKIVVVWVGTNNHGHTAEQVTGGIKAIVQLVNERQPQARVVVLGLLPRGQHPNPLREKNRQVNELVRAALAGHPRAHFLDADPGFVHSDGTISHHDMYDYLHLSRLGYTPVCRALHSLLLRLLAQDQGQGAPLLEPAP
GSTO1 counter: inhibitors of recombinant GSTO1, primary screen, counter-screen for RBBP9 inhibitor project, biochemical, fluorescence polarization | Glutathione S-transferase omega-1 (Homo sapiens), P78417 | activity-based probe fluorescence polarization | inhibition, % at 5.96 µM | 300,000 compounds, 1.1% hits;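 active = inhibition above the campaign mean inhibition plus 3 SD, cut at about 35% in these data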;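 also: 0% = GSTO1-1 with DMSO and 100% = wells lacking GSTO1-1 enzyme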
Target sequence (P78417 whole entry, looked up): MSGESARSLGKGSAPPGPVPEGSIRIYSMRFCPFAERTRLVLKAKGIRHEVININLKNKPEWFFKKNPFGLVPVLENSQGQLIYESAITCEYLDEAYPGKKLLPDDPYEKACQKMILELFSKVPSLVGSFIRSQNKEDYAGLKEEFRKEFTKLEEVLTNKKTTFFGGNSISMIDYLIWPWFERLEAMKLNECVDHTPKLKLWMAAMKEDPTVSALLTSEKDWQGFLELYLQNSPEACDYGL
pPAFAH FP inh: pPAFAH enzyme inhibitors, primary screen, biochemical, fluorescence polarization, human. Platelet-activating factor acetylhydrolase (Homo sapiens), Q13093. recombinant pPAFAH, FP-rhodamine probe fluorescence polarization. inhibition, % at 3.39 µM. 330,000 compounds, 1.5% hits. AID 463082, 2010;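 active = inhibition above the mean inhibition across the screen plus 3 SD, cut at about 25% in these data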;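 also: inhibitors block binding of the rhodamine activity-based probe so polarization drops; 0% = enzyme with DMSO and 100% = wells lacking pPAFAH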
LYPLA1 inh: LYPLA1 inhibitors, primary screen, counter-screen for PME1 inhibitor project, biochemical, fluorescence polarization, FP-Rh probe ABPP; Acyl-protein thioesterase 1 (Homo sapiens), O75608; recombinant LYPLA1; inhibition, % at 5.9 µM; 320,000 compounds, 0.16% hits; AID 2174, 2009;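 active = inhibition above the mean of all tested compounds plus 3 SD, set per campaign, cut at about 14% in these data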;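 also: inhibitors block serine hydrolase probe labeling of LYPLA1 so polarization falls; 0% = enzyme with DMSO and 100% = wells lacking LYPLA1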
Target sequence (O75608 whole entry, looked up): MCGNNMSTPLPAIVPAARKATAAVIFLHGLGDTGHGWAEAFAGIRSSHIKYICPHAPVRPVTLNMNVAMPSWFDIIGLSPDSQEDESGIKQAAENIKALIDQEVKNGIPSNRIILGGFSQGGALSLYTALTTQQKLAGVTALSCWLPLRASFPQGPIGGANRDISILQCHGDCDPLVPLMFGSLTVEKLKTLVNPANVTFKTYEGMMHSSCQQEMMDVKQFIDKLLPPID
Numbers without * were called inactive; x = not tested or not shown. Some of the compounds tested. The share of hits here may be higher or lower than overall.

SMILES	LYPLA2 counter	PAFAH2 inh	PME-1 primary	PAFAH1B2 inh	PAD4 inh	PAFAH1B3 FP inh	GSTO1 counter	pPAFAH FP inh	LYPLA1 inh
CS(=O)(=O)Nc1ccc(C2=NN(S(C)(=O)=O)C(c3cccs3)C2)cc1 (stereo not given)	4	6	3	2	2	6	-1	2	12
N#Cc1cccc(NC(=O)Cn2cnc(S(=O)(=O)N3CCCC3)c2)c1	0	-5	-4	2	2	1	4	-3	-3
CCc1ccc(CN(C)C(=O)C2CCC(=O)N(CCCN3CCCC3=O)C2)cc1 (stereo not given)	14	0	2	-3	0	6	-4	0	8
Cc1ccc(-c2nc3ccccc3o2)cc1NC(=O)c1ccc2c(c1)OCO2	-7	-1	-11	4	1	-6	-5	2	-6
CC(C)(C)N(NC(=O)Nc1ccccc1)C(=O)c1ccccc1Cl	0	-5	-1	3	2	7	5	5	0
CN(C)c1ccc(/C=N/Nc2cc(N3CCOCC3)nc(N3CCOCC3)n2)cc1	2	-6	7	1	4	7	4	4	1
Cc1ccc(-c2cc(C(F)(F)F)n3ncc(C(=O)N4CCN(C)CC4)c3n2)cc1	1	6	0	4	-2	15	3	2	1
CN(C)c1nc(N)nc(CSc2nnnn2-c2ccccc2)n1	-1	-3	2	3	2	9	1	1	-1
O=C(COC(=O)C1CCN(S(=O)(=O)c2ccc3c(c2)OCCO3)CC1)Nc1ccccc1OC(F)F	-5	5	18	3	5	7	-3	7	4
O=C(NC(=S)NC1CCSC1=O)c1cccs1 (stereo not given)	-2	-8	3	-5	1	2	3	2	-3
Cc1c(NC(=O)/C(=C\c2ccccc2)NC(=O)c2ccccc2)c(=O)n(-c2ccccc2)n1C	-2	-1	0	1	0	-1	2	0	-2
CN(C(=O)CCNC(=O)N1CC(=O)Nc2ccccc21)C1CCCCC1	0	6	-1	3	-2	2	1	1	0
CN(C)S(=O)(=O)Oc1ccccc1C(=O)Nc1ccc(F)cc1F	-1	3	-7	-2	-3	10	6	3	-3
O=C(CSc1nnc(-c2c[nH]c3ccccc23)o1)c1ccccc1	-7	7	-8	4	-2	-3	-3	3	-8
N=c1sccn1CC(=O)Nc1ccc([N+](=O)[O-])cc1Cl	-7	-3	1	-2	9	-4	-5	0	-3
COc1ccnc(Oc2ccc(F)cc2)c1C(=O)N/C=N/OCc1c(Cl)cccc1Cl	-11	4	-3	0	-1	2	-3	2	-7
C=CCNC(=S)Nc1cccc2[nH]ncc12	2	5	9	1	-2	11	8	2	2
CC1=CC(C)(C)NC(=O)N1c1ccc(C)cc1	5	7	-2	1	0	-1	7	-3	-2
CCc1ccc(NCc2ccc(OC)c(Cn3ccnc3)c2)cc1	-3	1	0	0	0	3	5	2	-1
CCOC(=O)c1cc(C(=O)OCC)cc(-n2cc(O)c(C(=O)OCC)n2)c1	-7	-5	12	5	-10	3	-7	-3	-3
CN1CCN(c2ccccc2NC(=O)Cn2ncc3c([nH]c4ccccc43)c2=O)CC1	19	3	1	6	-1	-4	0	2	7
CCN(CC(=O)NCc1cccs1)S(=O)(=O)c1c(F)cccc1F	1	0	-2	0	4	-5	x	3	1
CNS(=O)(=O)c1cccc(C(=O)OCC(=O)Nc2ccc(N3CCCCC3)cc2)c1	24	18	2	4	-1	1	-9	16	5
Cc1ccc(NC(=O)C2CCCN(c3cnccn3)C2)c(C)c1 (stereo not given)	-2	2	-2	-2	3	7	-3	3	2
COC(=O)NCC(c1cccnc1)N1CCN(c2ccccc2)CC1 (stereo not given)	1	-1	-7	1	-4	-9	3	-3	1
N#CCCN(Cc1ccncc1)C(=S)NC1CC2C=CC1C2 (stereo not given)	8	x	1	x	-2	x	5	3	-1
CC1(OC(=O)C2CCCC2)C(=O)C=C2C=C(c3ccsc3)N(Cc3ccc4c(c3)OCO4)C=C2C1=O (stereo not given)	-3	0	5	0	-10	6	12	17	-1
Cc1c(C(=O)OCCOC(C)C)[nH]c2c1C(=O)CC(C)(C)C2	-10	1	1	4	-2	-1	1	-3	-3
O=C(Cc1cccc2ccccc12)Nc1cc(Cl)ccc1C(=O)O	-3	13	-12	-2	0	-2	-34	-7	-4
CC(C)CNS(=O)(=O)c1ccc(CCC(=O)NCCC2=CCCCC2)cc1	7	10	-1	10	-2	0	-2	13	0
COc1cc(NC(=O)Cc2ccc(F)cc2)cc(OC)c1OC	6	1	-1	1	-2	8	5	1	-1
CCc1ccc(N(CC(=O)NC2CCCC2)C(=O)CCC(=O)Nc2cc(C)on2)cc1	2	-1	-7	3	-1	0	10	4	-3
Cc1ccc(CNC(=O)CSc2nc3ccccc3[nH]2)cc1	-1	-2	-9	15	3	10	17	0	-1
O=C(Oc1cc2oc(=O)cc(-c3ccccc3)c2cc1Cl)C1CCCCC1	-2	-1	-2	47*	1	5	1	4	-1
Cc1[nH]c2ccccc2c1SCCNC(=O)c1ccc(S(=O)(=O)N2CCCC2)cc1	-1	17	12	7	-5	0	-5	13	-2
CC(C)Nc1oc(Cc2cccc3ccccc23)nc1C#N	8	-7	3	0	4	-6	16	15	5
CNC(=O)/C(C#N)=C/c1c(N(Cc2ccccc2)Cc2ccccc2)nc2ccccn2c1=O	2	3	5	3	4	10	10	6	-2
O=C(CSCc1ccc(Br)cc1)Nc1ccc(S(=O)(=O)N2CCCCCC2)cc1	-30	-30	-33	0	-4	-15	-10	-8	-18
COCCNC(=S)NCc1ccc2[nH]c3c(c2c1)CCCC3	-2	3	1	0	0	-1	3	5	0
Cc1[nH]c2ccccc2c1C(=O)C(=O)NCC1CCCO1 (stereo not given)	0	-3	-1	-1	-3	1	-2	1	3
O=C(NCCc1cccc(C(F)(F)F)c1)C1CCC(=O)N(Cc2ccc(Cl)cc2)C1 (stereo not given)	24	-3	4	-2	0	11	5	2	0
CC(=O)Nc1nnc(CCS(=O)(=O)c2ccc(C)cc2)s1	0	3	-3	1	-2	9	-13	4	2
CCC1(C)Cc2ccccc2-c2nc(NCCCO)n(-c3ccccc3)c(=O)c21 (stereo not given)	2	3	4	11	3	3	-13	2	0
CCOC(=O)c1sc(S(C)(=O)=O)c2c1CCc1conc1-2	-3	x	-4	x	-4	x	4	4	1
CC(=O)c1ccc(S(=O)(=O)Nc2ccc(C(=O)NCC(c3cccs3)N3CCOCC3)cc2)cc1 (stereo not given)	-2	-3	0	-1	-7	3	9	2	1
CCOC(=O)C(C)Sc1nc(=O)n2ccccc2n1 (stereo not given)	-5	7	-5	4	4	10	3	0	-2
CCCCc1nc(SCC(=O)N2CCCCC2)c2c(=O)n(C)c(=O)n(C)c2n1	0	-2	0	1	-2	0	-2	1	-1
CC(C(=O)N1CCN(Cc2ccccc2)CC1)n1ncn2cccc2c1=O (stereo not given)	0	1	-3	3	-7	2	1	2	-3
Cc1ccc(OCCOCCn2cnc3ccccc3c2=O)c([N+](=O)[O-])c1	0	-5	3	-2	-2	6	2	2	3
COCCN=C1OC(=O)N2C(=O)C3=C4[C@@H](C[C@H]5C(=O)N(c6ccccc6)C(=O)[C@H]5[C@H]4[C@@]12Cc1ccccc1)[C@H]1C(=O)N(c2ccccc2)C(=O)[C@H]1[C@H]3C	-10	-1	-11	-3	2	7	6	-6	-1
COc1cccc2c(=O)c(C/C=C(/C)Cl)c(C)[nH]c12	-3	0	-1	2	3	10	-4	-4	1
O=C(NNC(=O)c1ccc(Cl)c(Cl)c1)c1cccnc1	5	-5	-5	7	0	-1	-6	6	1
O=C(NCc1ccco1)C(=O)NCC1OCCN1S(=O)(=O)c1cc(F)ccc1F (stereo not given)	1	1	-2	3	0	0	0	2	3
CC(C)C(=O)Nc1ccc2c(c1)C(=O)N(CCC(=O)O)C2=O	-7	11	-3	2	0	6	4	2	-1
COc1ccc(CCNCC(=O)Nc2ccc(OC(F)F)cc2)cc1	2	-3	0	3	0	0	8	4	0
CC(=O)CC(C)(C)S(=O)(=O)c1ccc(Oc2ccc(S(=O)(=O)C(C)(C)CC(C)=O)cc2)cc1	4	7	0	2	-1	2	1	-2	-2
Cc1cccc(C)c1NC(=O)N1CCC(C(=O)c2ccc(F)cc2)CC1	0	1	4	1	-4	-2	-5	0	1
CCCCn1c(N)c(N(CCOC)C(=O)c2cc(-c3ccccc3Cl)nc3ccccc23)c(=O)[nH]c1=O	-6	4	-2	0	-2	3	6	-5	0
COc1cccc(C(=O)N2CCN(C(=O)c3ccc(-c4ccccc4)cc3)CC2)c1OC	0	1	5	1	-1	4	10	9	0
Cc1cc(Nc2ccccc2)n(CCOC(=O)COc2ccccc2)n1	8	3	-2	9	-4	4	4	3	3
The list continues.
SMILES	LYPLA2 counter	PAFAH2 inh	PME-1 primary	PAFAH1B2 inh	PAD4 inh	PAFAH1B3 FP inh	GSTO1 counter	pPAFAH FP inh	LYPLA1 inh
Cc1ccc(NC(=O)CN(Cc2ccco2)Cc2ccccc2O)cc1C	-18	-5	-6	2	1	1	-6	9	1
CCn1c(-c2c(Cl)c(C)nn2C)n[nH]c1=S	1	7	-2	-3	6	10	6	5	0
COc1cccc(NC(=O)CN2CCN(c3ccc(F)cc3)CC2)c1	-2	4	-1	2	-3	6	20	2	-4
CC(C)C[C@H]1CN=C(Nc2ccccc2)N1CCc1cccc(F)c1	x	-6	x	3	-3	17	x	0	x
CC(C)(C)OC(=O)C[C@H]1C/C=C\C[C@@H](CC(=O)NCCO)C(=O)N2CCC[C@H]2COC1=O	x	9	x	3	-1	4	x	1	x
CCCN(CC(=O)Nc1ccccc1OC)C(=O)C1=COCCO1	-1	4	2	3	-8	4	x	-3	-1
COCCn1nnnc1C(c1cccc(OC)c1OC)N1CCN(C(=O)c2ccco2)CC1 (stereo not given)	0	0	-6	2	-3	10	7	0	4
CCN1C(=O)CC(n2c(C)nc3ccccc32)C1=O (stereo not given)	1	7	-5	6	-2	2	9	3	4
COc1ccc(NC(=O)CCC(=O)N2CCOCC2)c([N+](=O)[O-])c1	6	2	1	-4	3	-5	0	4	4
CCCC(c1nnnn1CCOC)N1CCN(c2nc3ccccc3s2)CC1 (stereo not given)	-4	-6	-7	-1	2	-2	1	-1	4
Cc1c(N(C(=O)c2cc(=O)[nH]c3ccccc23)C(C)C)c(=O)n(-c2ccccc2)n1C	3	7	1	1	2	7	4	0	0
O=C(NNC(=S)NC(=O)c1ccccc1[N+](=O)[O-])c1ccc(Cl)cc1Cl	-1	-2	6	4	-3	-1	4	2	-1
OC(C#CCN1CCCCC1)c1ccccc1 (stereo not given)	-7	-2	0	5	-5	-5	6	-2	2
COc1ccccc1CNC(=O)CNC(=O)Cn1cnc2ccccc2c1=O	1	-3	4	6	1	6	4	-4	-1
Cc1ccc(S(=O)(=O)N(CC(=O)N=Nc2c(O)[nH]c3ccccc23)c2cccc(C)c2)cc1	-15	-16	-11	2	-2	2	1	0	-19

Screens as filed in PubChem.
